NRP1-CendR mod – alters CendR peptide binding to human NRP-1. inhibition, % at 25 µM. O14786. 360,000 compounds, 0.85% hits. FAM-RPARPAR peptide binding to NRP-1, fluorescence polarization;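 active = inhibition or corrected inhibition above about 18%, plus a signal ratio from 0.5 to 1.5, limit read from the data, passing the limit was not always enough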; note: strong numbers were not always called active
STEP block – STEP (human) phosphatase inhibition. recombinant STEP, OMFP fluorogenic substrate, fluorescence. P54829. inhibition, % at 20 µM. AID 588621. 360,000 compounds, 0.25% hits;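 active = inhibition at 20 µM, scaled per plate between control wells, above about 37%, limit read from the data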;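 note: 0% = DMSO with enzyme and substrate and 100% = substrate only without enzyme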
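System: STEP (striatal-enriched tyrosine phosphatase) enzyme, cell-free; medium: Bis-Tris pH 6.0 buffer with DTT, detergent; dosing: 20 µM, 1% DMSO; times: reaction 20 min, ambient temperature; detection: fluorescence, 480/540 nm; read-out basis: normalized % inhibition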
TbMetRS inhib – blocks T. brucei methionyl-tRNA synthetase activity; 360,000 compounds, 0.4% hits; AID 624268; purified T. brucei MetRS, ATP depletion, Kinase-Glo luminescence; inhibition, % at 11.9 µM;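 active = inhibition above a per-plate cutoff of the control wells' mean inhibition plus 3 SD, cut at about 5.5% in these data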;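 note: 0% = DMSO wells median and 100% = median of wells with control inhibitor compound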
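Material – parasite MetRS enzyme · Medium – HEPES-MgCl2-KCl buffer plus DTT, spermine, BSA, pyrophosphatase · Reagent – ATP, methionine and E. coli bulk tRNA substrates · Times – 15 min enzyme-compound preincubation, 2 h reaction, 10 min detection, 25 °C · Measured by – luminescence of leftover ATP · Evaluation – percent inhibition relative to median high and low control wells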
MsrA inh – bovine MsrA inhibition | purified bovine MsrA, absorbance read-out | inhibition, % at 15.5 µM | 360,000 compounds, 0.75% hits | AID 651718; in the data active = inhibition above about 4.5%;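 note: 0% = vehicle wells with enzyme and 100% = reference inhibitor wells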
SUMO1 PPI mod – modulators of human SUMO1-mediated protein-protein interactions; SUMO1 binding to a labelled peptide, TR-FRET, 1 h; inhibition, % at 20 µM; 360,000 compounds, 0.33% hits; AID 602429; in the data active = inhibition above about 37%
Target sequence (P63165 whole entry, looked up): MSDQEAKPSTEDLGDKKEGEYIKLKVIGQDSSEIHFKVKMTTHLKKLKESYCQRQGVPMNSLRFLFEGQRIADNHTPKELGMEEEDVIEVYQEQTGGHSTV
LMPTP inh – LMPTP (human) inhibition | recombinant LMPTP-A, OMFP fluorogenic substrate, fluorescence intensity | inhibition, % at 20 µM | 360,000 compounds, 0.22% hits | AID 651560;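 active = compounds that cut the enzyme signal by at least half of the control window in the single-dose screen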;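 note: plate controls were DMSO wells with enzyme plus substrate for no effect and substrate without enzyme for full effect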
Target sequence (P24666 whole entry, looked up): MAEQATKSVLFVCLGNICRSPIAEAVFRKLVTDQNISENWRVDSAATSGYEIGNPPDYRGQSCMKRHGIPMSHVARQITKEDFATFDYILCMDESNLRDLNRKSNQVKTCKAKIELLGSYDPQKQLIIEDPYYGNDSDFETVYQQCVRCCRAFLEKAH
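Test system: LMPTP-A phosphatase enzyme. Amount: LMPTP-A at 0.625 nM final in the reaction. Reagent: OMFP substrate, 400 µM final. Times: 50 min at room temperature. Signal: endpoint fluorescence intensity from OMFP dephosphorylation. Read-out basis: % inhibition. Benchmarks: no-enzyme and uninhibited controls.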
Scp-1 inhibitor – inhibitors of human Scp-1 phosphatase; Q9GZU7; Recombinant Scp1, phosphopeptide, malachite green phosphate absorbance; inhibition, % at 20 µM; 340,000 compounds, 0.88% hits;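 active = inhibition above about 50% at 20 µM, limit read from the data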;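 note: plate controls were DMSO wells with enzyme for no effect and wells lacking enzyme for full effect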
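System: truncated SCP-1 phosphatase (76-261aa); medium: Tris acetate buffer pH 5.5 with MgCl2 and Tween-20; incubation: 45 min room-temperature reaction, 5 min colour, 30 min stabiliser; compound: single 20 µM dose, 1% DMSO; reagent: Phosphorylated 17-residue peptide substrate; read-out: % inhibition at 20 µM; technique: colorimetric free-phosphate detection, absorbance 630 nm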
DNMT1 block – inhibitors of human DNMT1; P26358; inhibition (reported as % activation of signal), % at 10 µM; DNMT1 molecular beacon, Hinp1I cleavage, fluorescence; 360,000 compounds, 0.83% hits; AID 588458; in the data active = inhibition above about 50%
MsrA act – bovine methionine sulfoxide reductase A activation | purified bovine MsrA, absorbance read-out | activation, % at 10.6 µM | 360,000 compounds, 0.3% hits | AID 602163; in the data active = activation above about 7.5%;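 note: 0% = vehicle and 100% = reference activator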
E coli Lon inh – inhibits E. coli Lon protease. P0A9M0. purified E. coli Lon protease, fluorescence polarization. inhibition, % at 7.94 µM. 360,000 compounds, 0.42% hits. AID 602123; in the data active = inhibition above about 13%, passing the limit was not always enough;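 note: 0% = enzyme with probe and DMSO and 100% = no enzyme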
Target sequence (P0A9M0 whole entry, looked up): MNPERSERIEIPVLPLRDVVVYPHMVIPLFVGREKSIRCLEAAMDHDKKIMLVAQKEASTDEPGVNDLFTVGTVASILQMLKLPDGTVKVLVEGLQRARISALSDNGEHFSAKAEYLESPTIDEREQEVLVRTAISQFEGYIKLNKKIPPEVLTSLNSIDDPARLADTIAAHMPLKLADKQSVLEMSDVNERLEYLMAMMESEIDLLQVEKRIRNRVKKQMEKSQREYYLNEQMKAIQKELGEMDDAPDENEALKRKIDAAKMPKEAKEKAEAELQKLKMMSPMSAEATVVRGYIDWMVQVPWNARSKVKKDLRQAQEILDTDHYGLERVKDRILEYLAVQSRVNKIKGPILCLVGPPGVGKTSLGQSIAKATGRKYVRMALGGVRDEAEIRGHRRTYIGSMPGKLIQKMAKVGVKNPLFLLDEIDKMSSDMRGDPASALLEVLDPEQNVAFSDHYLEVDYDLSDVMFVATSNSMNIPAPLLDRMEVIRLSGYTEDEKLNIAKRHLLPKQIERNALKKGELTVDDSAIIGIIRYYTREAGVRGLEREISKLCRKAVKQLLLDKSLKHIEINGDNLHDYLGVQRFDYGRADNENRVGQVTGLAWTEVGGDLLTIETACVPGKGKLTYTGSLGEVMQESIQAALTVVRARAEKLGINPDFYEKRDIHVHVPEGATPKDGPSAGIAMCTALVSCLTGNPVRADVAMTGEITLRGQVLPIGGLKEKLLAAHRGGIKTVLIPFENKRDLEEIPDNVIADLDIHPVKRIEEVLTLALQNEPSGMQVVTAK
* hit, by the source's call; . = not tested or not shown. Compounds were not picked by outcome. About 4.3% of those tested had a hit in this group.

The opening 9 entries as a preview:
no.	molecule	NRP1-CendR mod	STEP block	TbMetRS inhib	MsrA inh	SUMO1 PPI mod	LMPTP inh	Scp-1 inhibitor	DNMT1 block	MsrA act	E coli Lon inh
1	CC(CNC(=O)c1ccc(C(C)(C)C)cc1)CN(C)C (centres undefined)	-10	-2	-1.0	0.4	9	-4.1	-1	6	-7	-14
2	Cc1ccccc1N1CCN(C2CCCN(C(=O)c3cc(CC(C)C)nn3C)C2)CC1 (centres undefined)	5	1	-0.4	-0.1	2	-1.6	-3	1	3	2
3	CCCCC(CC)C(=O)NCCc1ccc(S(N)(=O)=O)cc1 (centres undefined)	-17	-6	-0.2	1.3	-3	1.5	-3	-4	-4	3
4	CCCCNC(=O)CCn1nc(-c2ccccc2)ccc1=O	7	1	-0.1	-0.4	-6	-3.1	-4	0	-3	0
5	Cc1csc(NC(=O)c2cccc(S(=O)(=O)N3CCN(C)CC3)c2)n1	-2	1	0.6	2.5	5	0.5	-7	0	1	0
6	CCN(CC)CCNC(=O)c1cc(-c2ccc(Br)s2)nc2ccccc12	4	3	-0.4	1.0	-31	1.4	-4	9	-2	2
7	CC(C)CCNC(=O)CN(Cc1ccccc1Cl)C(=O)CCC(=O)Nc1ccccn1	6	0	0.2	-0.2	1	-1.2	2	-1	-1	-2
8	COc1ccc(C2SCCN2C(=S)Nc2ccc(Cl)cc2)cc1 (centres undefined)	-8	0	-0.9	-0.3	1	-2.3	1	-1	-6	5
9	Cc1ccc(S(=O)(=O)N2CCC(N3CCN(C)CC3)CC2)cc1Cl	13	0	-1.2	0.0	4	-2.3	2	2	-12	2

Main list, from the start:
no.	molecule	NRP1-CendR mod	STEP block	TbMetRS inhib	MsrA inh	SUMO1 PPI mod	LMPTP inh	Scp-1 inhibitor	DNMT1 block	MsrA act	E coli Lon inh
1	CC(CNC(=O)c1ccc(C(C)(C)C)cc1)CN(C)C (centres undefined)	-10	-2	-1.0	0.4	9	-4.1	-1	6	-7	-14
2	Cc1ccccc1N1CCN(C2CCCN(C(=O)c3cc(CC(C)C)nn3C)C2)CC1 (centres undefined)	5	1	-0.4	-0.1	2	-1.6	-3	1	3	2
3	CCCCC(CC)C(=O)NCCc1ccc(S(N)(=O)=O)cc1 (centres undefined)	-17	-6	-0.2	1.3	-3	1.5	-3	-4	-4	3
4	CCCCNC(=O)CCn1nc(-c2ccccc2)ccc1=O	7	1	-0.1	-0.4	-6	-3.1	-4	0	-3	0
5	Cc1csc(NC(=O)c2cccc(S(=O)(=O)N3CCN(C)CC3)c2)n1	-2	1	0.6	2.5	5	0.5	-7	0	1	0
6	CCN(CC)CCNC(=O)c1cc(-c2ccc(Br)s2)nc2ccccc12	4	3	-0.4	1.0	-31	1.4	-4	9	-2	2
7	CC(C)CCNC(=O)CN(Cc1ccccc1Cl)C(=O)CCC(=O)Nc1ccccn1	6	0	0.2	-0.2	1	-1.2	2	-1	-1	-2
8	COc1ccc(C2SCCN2C(=S)Nc2ccc(Cl)cc2)cc1 (centres undefined)	-8	0	-0.9	-0.3	1	-2.3	1	-1	-6	5
9	Cc1ccc(S(=O)(=O)N2CCC(N3CCN(C)CC3)CC2)cc1Cl	13	0	-1.2	0.0	4	-2.3	2	2	-12	2
10	O=C(c1ccccc1)N1CCSc2sccc2C1=O	-1	1	-0.3	-0.2	0	-0.6	-1	-5	-2	2
11	O=C(CNC(=O)c1sc2ccccc2c1Cl)NCc1ccccc1	7	0	0.5	0.4	-9	0.4	-11	-1	-2	-4
12	COC(=O)CC1C(=O)NC2CCCCC2N1C(=O)CCl (centres undefined)	-10	0	-0.2	-1.2	4	-2.1	-1	9	-5	4
13	O=C(Nc1nc2ccc(F)cc2s1)c1ccc(N2CCCC2=O)cc1	-6	6	0.1	0.3	-12	0.7	-1	9	-4	-1
14	Cc1cccc(-c2nnc(N)s2)c1	12	-14	-1.6	0.7	1	-1.2	-4	-1	-11	-10
15	NS(=O)(=O)c1cccc(NC(=O)CN2CCCc3ccccc32)c1	2	2	-0.3	0.1	2	-0.7	-7	0	2	-3
16	CCCS(=O)(=O)N1CCC(C(=O)NC2CCCC(C)C2C)CC1 (centres undefined)	26*	1	0.1	0.0	-1	-1.3	0	2	-8	-12
17	N#CC1(Nc2ccc([N+](=O)[O-])cc2)CCCC1	-3	2	0.0	2.6	-20	-1.8	1	4	-2	-3
18	O=C(CN(Cc1ccco1)C(=O)c1ccc(Cl)cc1)Nc1c(Cl)cc(Cl)cc1Cl	13	-2	-1.4	0.4	-4	-1.5	7	1	-7	7
19	Cc1[nH][nH]c(=O)c1C(c1ccc(-c2cccc(C(=O)O)c2)o1)c1c(C)[nH][nH]c1=O	-1	7	-0.7	-0.5	27	3.3	48	32	-9	4
20	Cc1cc(C)n(S(=O)(=O)c2ccc3ccccc3c2)n1	5	-1	-0.1	-0.5	-7	-0.6	-6	-3	-1	1
21	CC(NC(=O)c1cc(S(=O)(=O)N2CCOCC2)cn1C)c1ccccc1 (centres undefined)	3	-2	-0.3	-0.2	-2	-0.9	2	3	-4	-6
22	CC1CC1C(=O)OCC(=O)Nc1ncc(Cl)cc1Cl (centres undefined)	-15	0	-0.4	2.7	13	-0.1	22	12	-3	-6
23	CC(C)Cc1nc(C#N)c(N2CCC(C(N)=O)CC2)o1	-3	-3	-0.8	-0.3	0	-0.6	-5	-1	2	-9
24	Cc1cc(NCCO)nc(-n2nc(C)cc2C)n1	14	0	-0.9	-0.1	2	1.1	-14	1	-3	2
25	N#C[C@@H]1N(Cc2ccccc2)C(=O)[C@H]2CC3C=CC21O3 (some centres undefined)	2	0	-0.6	-0.5	-3	1.9	3	7	-1	-5
26	COc1ccc(NC2SC(=O)N(CC(=O)O)C2=O)cc1 (centres undefined)	9	0	-1.0	-0.4	-2	-2.4	-2	-1	-5	-6
27	Cc1ccc(OCC(=O)Oc2ccccc2[N+](=O)[O-])cc1	-6	-6	-1.1	0.2	-4	-1.8	-7	7	-11	14
28	O=C(O)c1cccc(C(=O)O)c1Br	-1	3	-0.1	0.0	4	-2.4	-5	3	-2	-13
29	O=C(C[n+]1cccc(CNC(=O)c2ccc(OC(F)F)cc2)c1)c1ccccc1	-4	-1	-0.4	-0.1	-1	-1.3	5	-5	-8	-4
30	CCOc1ccc(NC(=O)COc2coc(CN3CCc4ccccc4C3)cc2=O)cc1	11	-2	-0.5	-1.2	1	0.3	6	2	-11	2
31	COc1ccc(C(=O)NNC(=O)C(=O)Nc2ccc(C)c(Cl)c2)cc1	-15	-2	-0.5	1.0	-1	1.0	-19	-2	-3	4
32	O=C(Cc1nc2ccccc2[nH]1)c1ccc([N+](=O)[O-])cc1	6	9	8.0*	-0.2	-23	2.3	-9	-5	-1	-5
33	[O-]c1n[n+](-c2ccc(Cl)cc2)cc2ccccc12	2	-2	0.7	2.5	-25	0.4	-9	0	-5	-8
34	CCOc1ccc(N(CC(=O)Nc2cccc(C)c2)S(C)(=O)=O)cc1	-5	-1	-0.6	0.5	-1	-1.2	48	0	-7	4
35	O=C(COC(=O)c1cccc(S(=O)(=O)N2CCOCC2)c1)Nc1ncc(Cl)cc1Cl	-12	2	0.0	0.2	0	-1.0	-6	7	-1	1
36	CN(C)CCN(C(=O)c1ccc(Br)s1)c1nc2cc3c(cc2s1)OCCO3	0	-3	0.2	0.7	-1	0.2	-5	1	-7	-20
37	C/C(=C/c1ccccc1)C(=O)N1CCN(c2ccc(F)cc2)CC1	2	1	-0.5	-1.1	0	0.5	6	2	-2	2
38	O=[N+]([O-])c1ccc(Nc2ccccc2F)nc1	8	2	0.3	1.0	-23	0.8	-3	0	-3	5
39	O=Cc1ccc(OC(=O)C2CC(=O)N(c3ccc(F)cc3)C2)cc1 (centres undefined)	0	-1	0.1	2.6	-2	-0.9	2	-3	1	4
40	CCc1ccccc1NC(=O)C1CCCC1	8	2	-0.4	0.6	1	-1.8	-8	-5	-2	10
41	CC(=O)Nc1ccc(S(=O)(=O)N[C@@H](C)C(=O)OCC(=O)c2ccc(C)cc2)cc1	-2	-2	-0.3	-1.2	4	-0.7	-5	1	-3	-2
42	CC(=O)c1ccc(NC(=S)NCc2ccco2)cc1	1	2	-0.6	1.1	1	-1.3	-3	-2	-1	1
43	CCN1CCCc2cc(CN(CCN3CCOCC3)C(=S)Nc3ccc(OC)cc3)ccc21	16	1	-0.2	1.1	-10	-0.3	1	-3	-3	-1
44	O=C1c2ccccc2C(=O)N1CC(O)COc1ccccc1Cl (centres undefined)	-6	0	-0.7	0.7	-13	-2.2	-1	-4	-3	2
45	CCOC(=O)c1cnc2nc(Cc3ccccc3)[nH]n2c1=O	-7	-7	-0.2	0.1	2	-0.6	-10	3	-2	-6
46	O=S1(=O)C=C(Sc2nnc(-c3ccccc3)o2)c2ccccc21	-3	4	-1.0	.	-4	-0.5	-8	10	-19	-7
47	CC(C)(C)n1ncc2c(=O)n(Cc3cccc(Cl)c3)cnc21	1	0	-0.3	-0.5	-6	0.4	-3	-1	-2	6
48	Clc1cccc(Cl)c1COn1nnc2ccccc21	-2	8	0.1	0.6	-5	-0.7	-11	-2	-4	-1
49	Cc1ccccc1-c1nnc(-c2cccs2)o1	-5	0	-0.6	-0.6	-8	0.4	-8	0	-3	-8
50	COc1cccc(NC(=O)N(C)C[C@H]2Oc3ncc(Br)cc3C(=O)N([C@H](C)CO)C[C@H]2C)c1	-10	-2	-0.8	0.9	0	-0.5	.	0	-1	13*

The results go on:
no.	molecule	NRP1-CendR mod	STEP block	TbMetRS inhib	MsrA inh	SUMO1 PPI mod	LMPTP inh	Scp-1 inhibitor	DNMT1 block	MsrA act	E coli Lon inh
51	C=CCOC(=O)C1=C(C)Nc2nc3ccccc3n2C1c1ccncc1 (centres undefined)	5	0	-0.6	2.2	5	0.5	-5	0	2	-1
52	Clc1ccccn1	-9	0	-1.1	1.2	4	1.6	3	-4	-2	4
53	CN=c1scc(-c2ccc([N+](=O)[O-])cc2)n1/N=C/c1ccco1	7	-1	0.0	-0.2	-19	1.4	-7	-8	-4	6
54	CCCCC(=O)Nc1ccc(C(=O)Nc2nc(CC(=O)OCC)cs2)cc1	18	3	-0.5	1.8	-2	-0.3	-8	-6	6	0
55	Cn1c(CNC2CCCCC2)c(C#N)c2ccccc21	6	1	0.5	3.0	3	-1.7	0	1	-4	6
56	COC(=O)CCCNC(=O)c1ccc(S(=O)(=O)NCc2ccco2)cc1	6	-1	-0.1	-0.4	0	-1.0	-4	1	-1	-5
